Source: PubChem BioAssay (several laboratories)
Rac1 wt modul – alters GTP binding to wildtype human Rac1. P63000. GST-Rac1 beads, fluorescent GTP binding, flow cytometry; actives lie on both sides; 0 = cold GTP competed, 100 = untreated. GTP binding activity (% of control), % at 10 µM. actives 0.27% (n = 190,000). AID 757;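 active means GTP binding activity at least 20 points away from the 100% control level, either lower or higher; inconclusive means compound flagged as likely green fluorescent, judged across all proteins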
Rab7 wt modul – dog Rab7 wildtype GTP binding, inhibitors and activators. GST-Rab7 beads, fluorescent GTP binding, flow cytometry; actives lie on both sides; untreated = 100%, excess cold GTP = 0%. GTP binding activity (percent of control), % at 10 µM. actives 0.055% (n = 190,000). AID 758;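 active means fluorescent GTP binding to Rab7 beads changed by at least 20 points from the 100% baseline, either direction, mostly lower; inconclusive means compound itself probably fluorescent, or too few beads counted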;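 further: median green fluorescence of bound Bodipy-FL-GTP per Rab7 bead population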
HRas wt GTP – changes GTP binding to wildtype human HRas. P01112. GST-Ras wt beads, Bodipy-FL-GTP binding, flow cytometry; actives lie on both sides. GTP binding activity, % at 10 µM. actives 0.14% (n = 190,000);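 active means GTP binding activity at least 20% away from the 100% baseline, either lowered as inhibitor or raised as activator; inconclusive means flagged as likely green fluorescent, judged across all proteins in the well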;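 further: 0% = unlabeled GTP competition control and 100% = no-compound control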
Target sequence (P01112 whole entry, looked up): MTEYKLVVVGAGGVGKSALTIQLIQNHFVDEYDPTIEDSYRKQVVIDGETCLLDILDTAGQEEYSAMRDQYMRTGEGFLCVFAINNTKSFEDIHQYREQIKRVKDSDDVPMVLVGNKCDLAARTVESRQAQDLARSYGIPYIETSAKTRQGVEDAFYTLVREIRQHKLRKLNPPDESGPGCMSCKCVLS
Rab2 wt GTP – changes GTP binding to wildtype dog Rab2A, up or down | P61105 | GST-Rab2 wt beads, Bodipy-GTP binding, flow cytometry | GTP binding activity, % at 10 µM | actives 0.19% (n = 190,000);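 active means GTP binding activity at least 20 points away from 100%, either lowered or raised; inconclusive means signal likely due to the compound's own green fluorescence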;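 further: 0% = beads with excess unlabeled GTP and 100% = no-compound control corrected for plate trend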
ABCB1 inh – blocks JC-1 efflux by human ABCB1 transporter. P08183. CCRF-Adr cells, flow cytometry. inhibition, % at 6.6 µM. actives 0.067% (n = 190,000). AID 1326; in the data active means inhibition above about 40%;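 further: 0% = vehicle and 100% = reference inhibitor; higher value means more JC-1 retained so stronger ABCB1 efflux block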
Cdc42 wt GTP – changes GTP binding to wildtype human Cdc42; GST-Cdc42 beads, Bodipy-GTP binding, flow cytometry; actives lie on both sides; percent activity (GTP binding), % at 10 µM; AID 761; actives 0.2% (n = 190,000);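 active means percent activity GTP binding at least 20 points away from the 100% baseline, either down as inhibitor or up as activator; inconclusive means compound flagged as likely green fluorescent from well-wide comparison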;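 further: median bead fluorescence of bound Bodipy-FL-GTP at 100 nM; 0% = excess unlabeled GTP control and 100% = no compound control; below 100% means less GTP binding so inhibitor and above means activator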
Target sequence (P60953 whole entry, looked up): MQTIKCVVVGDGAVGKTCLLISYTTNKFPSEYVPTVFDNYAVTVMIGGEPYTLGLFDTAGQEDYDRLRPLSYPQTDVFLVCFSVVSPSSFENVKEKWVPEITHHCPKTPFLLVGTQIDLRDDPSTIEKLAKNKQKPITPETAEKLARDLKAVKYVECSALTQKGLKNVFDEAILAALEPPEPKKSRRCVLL
GSH fluor – GSH bead compound fluorescence profile; GSH beads flow cytometry, compound fluorescence 488/530 nm; hits give high values; fluorescence (KMESF) at 10 µM; actives 0.25% (n = 190,000); AID 1776; in the data active means fluorescence above about 89;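 further: glutathione beads carrying GST-tagged Bcl family fusion proteins plus one bare bead set; values are compound well signal with DMSO vehicle wells as background; inactives centre near 16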
ABCG2 inh – blocks JC-1 efflux by human ABCG2 transporter; Q9UNQ0; IgMXP3 cells, flow cytometry; inhibition, % at 6.6 µM; actives 0.1% (n = 190,000); AID 1325;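 active means inhibition above 80%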;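 further: 0% = DMSO and 100% = nicardipine control wells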
Target sequence (Q9UNQ0 whole entry, looked up): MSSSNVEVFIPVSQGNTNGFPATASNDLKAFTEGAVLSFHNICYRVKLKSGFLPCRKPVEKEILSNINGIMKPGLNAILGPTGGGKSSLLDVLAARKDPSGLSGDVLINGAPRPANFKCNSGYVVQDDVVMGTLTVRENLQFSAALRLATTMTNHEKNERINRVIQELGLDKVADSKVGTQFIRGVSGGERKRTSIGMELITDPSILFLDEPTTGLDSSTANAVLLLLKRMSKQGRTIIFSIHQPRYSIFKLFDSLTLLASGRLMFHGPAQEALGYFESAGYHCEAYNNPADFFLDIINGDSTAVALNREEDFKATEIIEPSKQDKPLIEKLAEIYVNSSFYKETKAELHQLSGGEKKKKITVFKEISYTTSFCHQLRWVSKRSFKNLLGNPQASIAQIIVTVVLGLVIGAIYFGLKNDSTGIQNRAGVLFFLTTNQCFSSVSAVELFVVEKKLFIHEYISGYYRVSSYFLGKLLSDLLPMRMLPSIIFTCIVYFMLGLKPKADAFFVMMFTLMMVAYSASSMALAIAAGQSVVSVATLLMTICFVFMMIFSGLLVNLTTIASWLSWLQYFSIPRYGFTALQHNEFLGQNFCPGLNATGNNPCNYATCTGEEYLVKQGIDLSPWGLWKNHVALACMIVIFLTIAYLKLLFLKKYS
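Test system: IgMXP3 (ABCG2) plus far-red-tagged CCRF-Adr (ABCB1) cells. Reagent: JC-1 dye as substrate. Timing: 10 min exposure at 25 °C with rotation, no wash. Measured by: flow cytometric JC-1 green MFI at 530 nm. Read-out: percent efflux inhibition, scaled nicardipine 100% to DMSO 0%. Control set: nicardipine and DMSO wells.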
Rac1 act GTP bind – alters GTP binding to activated mutant human Rac1; GST-Rac1 activated beads, fluorescent GTP binding, flow cytometry; actives lie on both sides; 100% means binding = to untreated wells; percent activity (GTP binding), % at 10 µM; actives 0.11% (n = 190,000); AID 764;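 active means GTP binding at least 20 percentage points away from the 100% baseline, in either direction, so actives lie on both sides; inconclusive means Compound likely fluorescent itself, or too few beads counted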
Pf gamet viab – inhibitors of late stage P. falciparum gametocyte viability; P. falciparum stage V gametocytes, ATP luminescence, 24 h; inhibition, % at 10.9 µM; AID 743093; actives 0.065% (n = 150,000);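 active means inhibition above the mean plus 3 SD of compounds within the control limits, set per campaign, cut at about 38% in these data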;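 further: 0% = DMSO wells and 100% = medium only without gametocytes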
Avidin bead fluor – avidin bead compound fluorescence profile; Avidin beads, compound fluorescence 488/530 nm, flow cytometry; hits give high values; fluorescence (KMESF) at 10 µM; actives 0.38% (n = 220,000); in the data active means fluorescence above about 47; further: inactives centre near 10
Numbers without * were called inactive; ? = inconclusive; / = not tested or not shown.

Second line of a record – Rac1 wt modul	Rab7 wt modul	HRas wt GTP	Rab2 wt GTP	ABCB1 inh	Cdc42 wt GTP	GSH fluor	ABCG2 inh	Rac1 act GTP bind	Pf gamet viab	Avidin bead fluor
CCCCNC(=O)N1CCN(Cc2ccc(F)cc2)CC1
→ 93	102	94	93	-0.4	90	13	4	93	-7	11
CN(C(=O)Cc1ccccc1)n1cnnc1
→ 106	103	103	100	1.2	102	19	15	95	/	5
CCOCCCNCC(=O)Nc1ccccc1N1CCOCC1
→ 99	98	99	97	0.3	98	12	2	96	2	40
COc1cc2cc(CN(CCc3cccc(C)c3)C(=S)NCCCN(C)C)c(=O)[nH]c2cc1OC
→ 104	100	101	101	0.0	104	15	1	101	3	17
CC(C)(C)c1ccccc1NC(=O)c1ccco1
→ 104	99	102	101	0.2	101	35	15	99	/	14
Cc1csc(NC(=O)c2ccc(S(C)(=O)=O)cc2)n1
→ 96	96	96	96	-0.2	96	13	3	97	-1	11
CCOc1ccccc1N(CC(=O)N1CCOCC1)S(=O)(=O)c1ccccc1
→ 101	103	102	101	0.3	102	38	2	99	/	6
COc1cccc(CC(NC(C)=O)C(=O)NC2CCN(c3nnnn3-c3ccccc3)CC2)c1OC (stereo not drawn)
→ 98	95	94	94	0.7	95	12	10	98	-12	12
CCOC(=O)CSc1nnc(CNC(=O)c2ccco2)n1-c1ccc(F)cc1
→ 106	102	102	101	0.0	103	14	0	98	-2	22
O=C(Nc1cc(SCCO)cc([N+](=O)[O-])c1)c1ccc(Br)o1
→ 99	96	99	97	-0.7	93	13	-4	98	7	9
CCCn1c(=O)n(C)c(=O)c2c(SCC(=O)NCc3ccco3)nc(C3CC3)nc21
→ 91	93	95	93	1.0	97	43	5	93	/	10
COc1cc(N/C=C2\CC(=O)NC(C)=C2C#N)cc(OC)c1OC
→ 101	104	102	101	-0.5	92	7	0	97	-8	25
CCCCc1c(O)nc2ccccn2c1=O
→ 105	104	101	100	0.2	101	20	1	101	7	7
COc1ccc(C)cc1NC(=O)CSc1nnc(CC(=O)Nc2ccccc2F)n1C
→ 100	102	98	100	0.7	101	13	2	97	-16	5
CCOc1ccc(OCCCCOc2ccccc2C(C)=O)cc1
→ 96	94	96	95	1.2	97	10	18	96	-17	16
COc1cc2c(cc1OC)C1(CCCC1)CNC2C (stereo not drawn)
→ 104	103	101	101	1.4	101	17	3	100	-11	4
O=C(Nc1nc(=O)c2ccccc2s1)c1ccc(Cl)cc1
→ 96	100	98	98	0.1	99	13	1	97	-21	36
Cc1nnc(NC(=O)c2ccc3ccccc3n2)s1
→ 98	97	96	96	1.0	96	23	18	97	-19	6
CCOc1ccc2c(=O)c(-c3ccc4c(c3)OCCCO4)c(C)oc2c1
→ 103	99	101	100	0.6	100	21	3	99	-3	13
COc1ccc(Cn2cccc(NC(=O)Nc3ccc(C#N)cc3)c2=O)cc1
→ 97	95	97	94	0.0	94	13	0	95	/	38
Cc1ccc(/C=C/c2nc3ccccc3[nH]2)o1
→ ?	?	?	?	0.0	?	8	2	?	-13	19
COc1ccc(S(=O)(=O)Nc2cccnc2)c(Cl)c1Cl
→ 96	96	93	96	0.0	95	10	0	94	/	10
COc1cccc(NC(=S)N(CCCN2CCOCC2)Cc2cn(C)c3ccccc23)c1
→ 103	97	101	99	2.5	103	11	13	100	-8	21
Cc1ccccc1NC(=O)CNc1ccccc1N1CCCCC1
→ 94	96	99	94	0.0	95	17	-1	95	-2	16
CCOC(=O)CNc1nc(C(C)(C)C)nc2c1nnn2Cc1ccccc1Cl
→ 105	99	98	98	1.2	98	20	4	95	/	21
Cc1ccc(S(=O)(=O)NCC(=O)N2CCN(c3ccccc3F)CC2)cc1
→ 102	102	101	95	0.8	99	7	3	99	/	5
O=C(NCc1ccc(F)cc1)C(c1cccs1)N(C(=O)c1csnn1)C1CC1 (stereo not drawn)
→ 104	99	100	103	1.0	104	26	8	100	2	11
COc1cccc(OC)c1C(=O)NC(=S)Nc1ccc2c(c1)OCCO2
→ 101	105	101	99	-0.3	99	11	1	97	/	21
Cc1ccc(NC(=O)CN2C(=O)NC(C)(CCc3ccccc3)C2=O)cc1 (stereo not drawn)
→ 95	95	94	94	0.7	90	15	5	96	/	7
O=C(Nc1ccccc1C(=O)N1CCCCC1)NC1CCCCC1
→ 99	102	98	97	-0.1	97	21	0	95	-24	10
COc1ccc2oc(C(=O)CCC(=O)O)c(N)c2c1
→ 104	96	101	101	-0.7	103	20	0	96	/	8
Oc1ccccc1C1CC(c2cccs2)=NC(c2ccc(Cl)cc2)N1 (stereo not drawn)
→ 99	95	95	94	0.2	93	10	2	91	16	6
COc1ccc(C)cc1NS(=O)(=O)c1cccc2nonc12
→ 98	98	96	96	0.1	96	30	0	98	/	2
Cc1cc(C)n2nc(SCC(=O)NCc3ccco3)nc2n1
→ 108	98	102	100	0.4	107	9	3	99	/	26
CC(C)CCn1cnc2c([nH]c3cccc(Cl)c32)c1=O
→ 101	102	101	102	0.2	102	19	1	100	15	4
O=C(CSc1nccn1-c1ccccc1)NCc1ccc(F)cc1
→ 101	94	96	95	0.2	99	15	2	94	-1	13
O=C(CN1C(=O)C(=O)c2ccccc21)NC1CCCCC1
→ 108	102	103	100	0.6	102	13	12	99	-17	4
CSc1ccccc1C(=O)Nc1ccc2c(c1)OCCO2
→ 94	93	95	92	0.3	93	17	4	93	-29	35
CN1CCN(/N=C2/C(=O)Nc3ccc([N+](=O)[O-])cc32)CC1
→ 95	92	93	94	1.2	93	7	10	92	-16	19
Nc1n[nH]c(N)c1N=Nc1ccc(Cl)cc1
→ 101	97	99	98	-0.4	98	12	10	100	/	9
Cn1nc(CC(=O)Nc2ncc(Br)s2)c2ccccc2c1=O
→ 101	97	99	97	1.9	100	24	9	98	7	34
O=C(O)CSc1nccn1-c1cccc(Cl)c1
→ 104	101	101	101	0.8	102	55	1	97	-2	10
CCCN1C2CCCC1CC(NC(=O)c1ccccc1)C2 (stereo not drawn)
→ 105	100	101	101	0.0	102	51	0	99	/	9
CCC1(C)Cc2c(C#N)c(N)n(-c3ccccc3)c(=O)c2CO1 (stereo not drawn)
→ 97	97	98	96	1.0	98	30	7	94	/	13
CC(Nc1cccnc1)=C(C#N)C#N
→ 98	93	95	92	-0.2	99	18	1	97	15	8
O=C(Nc1ccc2oc(-c3ccc4ccccc4c3)nc2c1)c1ccc2c(c1)OCCO2
→ 104	100	99	99	-1.6	99	19	-18	97	0	25
CCOC(=O)c1ccc(NC(=O)c2ccc(OC(C)C)c(OC)c2)cc1
→ 97	108	97	102	1.0	98	18	9	94	1	11
CC1=C(C(=O)Nc2ccccc2)C(c2ccco2)NC(=O)N1 (stereo not drawn)
→ 98	91	93	96	-0.1	96	19	0	92	/	23
COC(=O)c1cccc(Nc2cc(C)nc(-c3ccccc3O)n2)c1
→ ?	?	?	?	1.2	?	27	12	?	/	16
O=C(NCC1CCCO1)c1ccc(NS(=O)(=O)c2cccc([N+](=O)[O-])c2)cc1 (stereo not drawn)
→ 98	100	98	95	2.4	96	18	11	98	/	13
CCOC(=O)N1CCc2c(sc3nc(SC(C)C)n(N)c(=O)c23)C1
→ 102	98	98	97	-0.5	102	15	24	100	10	22
COCCN1C(=O)C(=O)/C(=C(/O)c2ccc3c(c2)OCCO3)C1c1ccc(C(=O)OC)cc1 (stereo not drawn)
→ 96	99	95	98	0.1	98	27	-4	95	/	14
O=C(NC1CCCC1)C1CCN(C(=O)c2ccc(-c3ccccc3)cc2)CC1
→ 102	100	98	98	0.3	99	26	1	100	-16	13
Cc1ccc(NN2C(=O)C=CC2=O)cc1
→ 97	99	98	99	-0.2	97	15	0	99	-14	9
N#CC1=C(N)OC2=C(CCc3ccccc32)C1c1ccccc1Cl (stereo not drawn)
→ 99	98	97	93	0.1	91	10	-3	97	-5	5
CN1c2ccccc2C(C)(C)C12CC(c1ccc(S(=O)(=O)N3CCCCC3)cc1)=NO2 (stereo not drawn)
→ ?	?	?	?	-0.4	?	5	-2	?	0	3
COc1ccc(/C=N/NC(=S)SC)cc1OC
→ 99	99	97	96	-0.8	99	15	-2	95	20	19
Cc1ccc(CNC(=O)C2C3C=CC(C3)C2C(=O)O)cc1 (stereo not drawn)
→ 101	98	98	97	0.0	100	33	0	96	14	9
COc1cccc(C(=O)NCc2cn3ccsc3n2)c1
→ 98	98	96	98	0.0	99	23	0	97	/	5
O=C(CN(CCO)c1ccccc1)Nc1ccc(Cl)c(S(=O)(=O)N2CCOCC2)c1
→ 99	105	97	97	0.1	91	63	4	92	4	25
Cc1ccc(-c2cc(C(F)(F)F)n3nc(C(=O)Nc4c(C)n(C)n(-c5ccccc5)c4=O)cc3n2)cc1
→ 100	98	101	100	1.9	100	30	6	96	-2	10

Some of these compounds in order of SMILES length, ascending.
Second line of a record – Rac1 wt modul	Rab7 wt modul	HRas wt GTP	Rab2 wt GTP	ABCB1 inh	Cdc42 wt GTP	GSH fluor	ABCG2 inh	Rac1 act GTP bind	Pf gamet viab	Avidin bead fluor
Cc1ccc(NN2C(=O)C=CC2=O)cc1
→ 97	99	98	99	-0.2	97	15	0	99	-14	9
COc1ccc2oc(C(=O)CCC(=O)O)c(N)c2c1
→ 104	96	101	101	-0.7	103	20	0	96	/	8
Cc1cc(C)n2nc(SCC(=O)NCc3ccco3)nc2n1
→ 108	98	102	100	0.4	107	9	3	99	/	26
Oc1ccccc1C1CC(c2cccs2)=NC(c2ccc(Cl)cc2)N1 (stereo not drawn)
→ 99	95	95	94	0.2	93	10	2	91	16	6
CN1CCN(/N=C2/C(=O)Nc3ccc([N+](=O)[O-])cc32)CC1
→ 95	92	93	94	1.2	93	7	10	92	-16	19
O=C(CN(CCO)c1ccccc1)Nc1ccc(Cl)c(S(=O)(=O)N2CCOCC2)c1
→ 99	105	97	97	0.1	91	63	4	92	4	25

Rows are unselected; 1.1% or so of the library scored in one or more.
